Compound activity (PubChem BioAssay)
GLS inhibitor – blocks human kidney-isoform glutaminase activity; GLS enzymatic activity, qHTS titration; 410,000 tested, 0.21% active; AID 624170; Potency, µM (series often up to 45.5 µM), for inactives: top-dose activity change, negative = inhibition, most hits filed as inhibitors; note: potency is the fitted concentration of half-maximal effect; % is set by controls: 0 for no effect and ±100 for the full control effect
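Read-out is an Amplex red fluorescence increase coupled through glutamate oxidase and HRP, measured before and after 30 min room-temperature incubation. hKGA is in 45 mM KH2PO4 (pH 8.2) with 0.02% Tween-20; glutamine added as 1mM solution.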
ERG Ets-DNA blk – ERG Ets/DNA interaction inhibition; Potency, µM (series often up to 76.9 µM), for the others: top-dose FP activity, negative = inhibition, usual class: inhibitors; fluorescence polarization, His-ERG Ets domain / labelled DNA; AID 624246; 370,000 tested, 0.028% active; P11308; active = well fitted inhibition curve with a large enough effect in the polarisation, with a control signal flat; inconclusive = small, poorly fitted or top-dose-only effect, or effect the other way, or a change in a side signal; inactive = no such curve, though single readings can be large or run the other way; the % refers to the polarisation;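 note: polarization taken with two DNA probes labelled with fluorescein and Texas red; potency is the fitted concentration of half-maximal effect; % of control where 0% means no effect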
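His-tagged ERG Ets domain (1 uM in the protein solution; 300mM KCl, 50mM Tris-HCl, 1mM EDTA, 1mM DTT, pH 7.5) received compound, then a probe mix of 5 nM fluorescein-DNA and 100nM Texas-615-DNA. Fluorescence polarization was read for both dyes.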
PI4K2A block – inhibitors of human PI4K2A; Q9BTU6; purified PI4K2A, ADP-Glo luminescence, 1 h; hits give low values; activity change, negative = inhibition, % at 76.9 µM; 420,000 tested, 0.13% active; AID 1346378; in the data active = activity change below about -50%; inconclusive = mostly about -30% to -49%;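 note: -100% = wells without enzyme as full effect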
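PI4K2A activity was measured by ADP-Glo luminescence: enzyme (4 ug/mL stock) and phosphatidylinositol (1.2 mM stock) in Tris pH 7.5/MgCl2/EGTA/Triton X-100 buffer were reacted with ATP (300 microM stock) for one hour at ambient temperature.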
RGS4 inh – blocks human RGS4-accelerated GTP hydrolysis. P49798. Transcreener GDP fluorescence polarization, RGS4-accelerated GTP hydrolysis. Potency, µM (top dose mostly 114 µM), inactives show top-dose activity change, negative = inhibition, hits mostly inhibitors. 390,000 tested, 0.039% active. AID 504845; note: potency is the fitted concentration of half-maximal effect; % is set by controls: 0 for no effect and ±100 for the full control effect; nearly all actives have a fitted effect of over 75% in size; some results filed as inactive show a strong effect at the top dose
Target sequence (P49798 whole entry, looked up): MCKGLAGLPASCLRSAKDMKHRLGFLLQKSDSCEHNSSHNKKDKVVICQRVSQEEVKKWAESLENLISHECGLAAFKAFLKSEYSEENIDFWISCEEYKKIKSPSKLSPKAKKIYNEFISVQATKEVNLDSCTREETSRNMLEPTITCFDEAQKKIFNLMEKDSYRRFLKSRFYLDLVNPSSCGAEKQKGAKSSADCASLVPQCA
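MLSMR compounds (23 nl, pin-transferred) preincubated 10 min at room temperature with a 500nM (2x) first reagent, then RGS4 at 900nM (2x) plus Transcreener GDP mix added; fluorescence polarization (620/688 nm) read before and after 90 min at 30 °C.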
12-LOX inh – ALOX12 (human) lipoxygenase inhibition | AID 1671190 | Potency, µM (top dose mostly 108 µM), for inactives: at the highest dose activity change, negative = inhibition, most hits filed as inhibitors | 580,000 tested, 1.1% active | purified 12hLO, xylenol orange hydroperoxide absorbance; note: potency is the fitted concentration of half-maximal effect; % is set by controls: 0 for no effect and ±100 for the full control effect
Target sequence (P18054 whole entry, looked up): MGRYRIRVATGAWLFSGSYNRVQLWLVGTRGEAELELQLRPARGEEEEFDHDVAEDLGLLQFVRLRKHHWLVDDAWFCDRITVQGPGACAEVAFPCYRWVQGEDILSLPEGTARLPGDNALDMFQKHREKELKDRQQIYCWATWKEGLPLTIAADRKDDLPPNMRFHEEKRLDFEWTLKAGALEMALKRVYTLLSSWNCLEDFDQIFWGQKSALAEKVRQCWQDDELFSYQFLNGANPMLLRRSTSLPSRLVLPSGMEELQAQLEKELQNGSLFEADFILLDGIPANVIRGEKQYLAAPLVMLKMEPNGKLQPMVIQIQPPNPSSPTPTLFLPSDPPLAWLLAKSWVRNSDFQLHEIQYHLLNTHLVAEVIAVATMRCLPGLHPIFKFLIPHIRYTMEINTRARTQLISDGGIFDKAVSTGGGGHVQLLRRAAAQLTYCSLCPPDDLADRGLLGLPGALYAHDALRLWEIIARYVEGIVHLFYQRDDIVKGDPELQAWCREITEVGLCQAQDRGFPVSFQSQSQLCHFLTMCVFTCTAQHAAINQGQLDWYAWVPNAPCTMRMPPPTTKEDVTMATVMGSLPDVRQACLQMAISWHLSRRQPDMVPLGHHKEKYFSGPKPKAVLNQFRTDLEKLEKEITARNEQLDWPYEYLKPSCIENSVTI
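Hydroperoxide product was detected by ferrous iron/xylenol orange as the 573 to 405 nm absorbance ratio. Arachidonic acid at 40 uM (final) was turned over for 30 min at room temperature by 150 nM human 12hLO, pH 7.0 Hepes buffer, after 15 min compound preincubation.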
G9a inh – blocks human histone lysine methyltransferase G9a | Potency, µM (highest dose often 102 µM), for inactives: top-dose activity, negative = inhibition, usual class: inhibitors | G9a H3K9 monomethylation, AlphaScreen, 2 h | 350,000 tested, 8.8% active | Q96KQ7; note: potency is the fitted concentration of half-maximal effect; % is set by controls: 0 for no effect and ±100 for the full control effect; nearly all actives have a fitted effect of over 75% in size
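AlphaScreen read-out: biotin-H3K9 peptide (500 nM) methylation by 20 nM enzyme with 20 uM SAM, 2 h at room temperature after 15 min compound preincubation; anti-monomethyl H3K9 antibody plus donor/acceptor beads, 10 min dark.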
BAZ2B inh – BAZ2B (human) inhibition. 360,000 tested, 4.4% active. Potency, µM (doses to about 114 µM), for the others: at the top dose activity change, negative = inhibition, hits mostly inhibitors. Q9UIF8. AlphaScreen BAZ2B-H3K14Ac peptide displacement; note: potency is the fitted concentration of half-maximal effect; % is set by controls: 0 for no effect and ±100 for the full control effect; nearly all actives have a fitted effect of over 60% in size
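In this displacement format the biotinylated H3(5-23) peptide acetylated at Lys14 serves as ligand at 50 nM, with BAZ2B at 50 nM in PBS pH 7.4 containing 0.01% Tween-20. Donor and acceptor beads are 10 ug/mL final.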
HP1b chromo inh – blocks HP1-beta chromodomain binding to methylated histone tails. AlphaScreen HP1-beta / biotin-H3K9me3 peptide binding. Potency, µM (doses to about 114 µM), for the others: at the highest dose activity change, negative = inhibition, most hits filed as inhibitors. 390,000 tested, 0.56% active; note: potency is the fitted concentration of half-maximal effect; nearly all actives have a fitted effect of over 70% in size; inactives centre near 23
Target sequence (P83916 whole entry, looked up): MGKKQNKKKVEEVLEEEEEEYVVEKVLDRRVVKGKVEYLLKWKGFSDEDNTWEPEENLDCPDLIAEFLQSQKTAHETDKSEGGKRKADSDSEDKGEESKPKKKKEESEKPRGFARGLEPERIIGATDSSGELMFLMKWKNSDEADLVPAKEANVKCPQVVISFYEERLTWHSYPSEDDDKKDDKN
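HP1-beta protein (50 nM final) preincubated 30 min at room temperature with biotinylated H3(1-18)K9me3 peptide (50 nM) in PBS pH 7.4, 0.01% Tween-20, then compound added for 30 min. AlphaScreen streptavidin donor/nickel chelate acceptor beads (10 ug/mL final), 30 min dark, luminescence read.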
JMJD2A Tudor inh – inhibitors of human JMJD2A Tudor domain | O75164 | AlphaScreen JMJD2A-Tudor / H3K4me3 peptide binding | Potency, µM (doses to about 114 µM), for the others: top-dose activity change, negative = inhibition, most hits filed as inhibitors | 390,000 tested, 4.4% active | AID 504339; note: potency is the fitted concentration of half-maximal effect; % is set by controls: 0 for no effect and ±100 for the full control effect; nearly all actives have a fitted effect of over 50% in size
* marks the source's active call; other numbers are inactive results; ? = inconclusive; . = not tested or not shown; & = joins results of further samples; [ ] = remark or other dose. Unless noted, calls come from the whole dose curve; as a rule, active = well fitted curve in the direction sought with a large enough effect; inconclusive = small, poorly fitted or top-dose-only effect, or another doubt; inactive = no such curve, though single readings can be large; an effect the other way counts as inactive or inconclusive. These rows are one share of the data; rates above refer to the full screens.

Order of results – GLS inhibitor, ERG Ets-DNA blk, PI4K2A block, RGS4 inh, 12-LOX inh, G9a inh, BAZ2B inh, HP1b chromo inh, JMJD2A Tudor inh
1	CC(C)[C@H](NC(=O)c1ccccc1)C(=O)OCc1nnc(-c2ccccc2)o1
 : 0.0%, 6.4%, 4.3, ?, -6.8%, -49.2%, ., ?, 22.4µM*
2	CC1(C)CC(=O)c2c(nn(-c3ccccc3)c2N)C1
 : 0.9%, ., -1.6, 27.4%, -20.8%, 3.9%[59 µM], 0.2%, 14.5%, -4.2%
3	Cc1cccc(NC(=O)Nc2ccc3c(c2)N(C)C(=O)CS3)n1
 : 4.5%, 9.2%, 2.0, 5.7%, 2.3%, 13.9%, 7.4%, 23.6%, -11.3%
4	COc1ccc(-n2c(-c3ccc(C)cc3)cc3c2CC(C)(C)CC3=O)c(OC)c1
 : -0.7%, 1.1%, -0.1, -9.1%, 2.1%, 12.6µM*, 14.1µM*, ?, 17.8µM*
5	CS(=O)(=O)N1CCN(C(=O)c2cc(-c3cccnc3)nc3ccc(Cl)cc23)CC1
 : -1.1%, 12.0%, -5.0, -7.9%, 6.1%, ., -3.7%, 45.8%[activator], -6.0%[11.4 µM]
6	CCOC(=O)c1ccccc1NC(=O)C1=COCCO1
 : 0.5%, 0.4%, -5.7, 11.5%, -8.7%, 1.2%, -1.1%, 38.3%, 0.0%
7	Cc1nnc(Nc2ccc(Cl)c(C(F)(F)F)c2)[nH]c1=O
 : 0.0%, 6.2%, 2.8, 4.5%, 31.5%, 3.8%, -16.3%, 13.3%, -19.6%
8	COc1cc2ccc(=O)oc2c(O[C@@H]2O[C@H](CO)[C@@H](O)[C@H](O)[C@H]2O)c1O
 : 60.0%&18.3%[activator], 0.8%&-5.4%, -3.7&-7.3, -15.6%&-24.3%, 2.9%&0.0%, ?, -3.0%, 28.8%&48.4%, -6.5%&-7.4%
9	O=c1ccccn1Cc1c(Cl)cccc1Cl
 : -18.4%, -1.7%, 9.2, -13.2%, 19.3%, 55.0%[activator][59 µM], -2.4%, 8.1%, -4.4%
10	CCCC1=NN2C(=N)/C(=C\c3cc(C)n(Cc4ccccc4)c3C)C(=O)N=C2S1
 : -0.3%, 10.1%, 0.4, 4.4%, -1.9%, 4.7%, -1.9%, 50.3%[activator], -23.6%
11	COCCN(C(=O)Cc1ccc(OC)c(OC)c1)c1nc(-c2cc(OC)ccc2OC)cs1
 : 1.5%, -4.4%, -0.4, -20.2%, 15.0%, -21.6%, -38.8%, -4.5%, -31.6%
12	N#Cc1cnc(Sc2ccccc2)nc1
 : -22.1%, -2.7%, 3.0, ?, -11.5%, 37.6%, 2.5%, -27.6%, ?
13	CC1COc2ccccc2N1C(=O)c1ccccc1Cl (configuration not stated)
 : 8.2%, 1.0%, 4.3, 2.3%[56.9 µM], 14.2%, -4.2%, -1.9%, 21.4%, 0.0%
14	COc1ccc2c(COC(=O)CNS(=O)(=O)c3ccccc3)cc(=O)oc2c1
 : -0.5%, -10.7%, -1.0, 8.3%, 11.6%, ., ., 34.3%, -12.7%
15	CC(NC(=O)Cn1cnnn1)C12CC3CC(CC(C3)C1)C2 (configuration not stated)
 : -4.9%, -1.6%, 0.3, -34.1%, 35.1%[activator], 13.3%, 25.7%, 33.0%, -5.7%
16	O=C(O)/C=C\C(=O)Nc1ccccc1C(=O)N1CCC(O)(c2ccc(Cl)cc2)CC1
 : -14.3%, 5.2%, 3.1, -13.4%[56.9 µM], ?, ., ., 77.8%[activator], 0.8%
17	Cc1cccc(C)c1-n1c(C)cc(/C=C2\NC(=O)NC2=O)c1C
 : -1.2%, -8.6%, -0.1, -20.8%, ?, ?, 39.8µM*, -21.4%, 50.1µM*
18	CCN(C(=O)COC(=O)c1c(C)nn(-c2ccccc2)c1C)C1CCS(=O)(=O)C1 (configuration not stated)
 : 9.8%, 0.7%, 1.6, -1.7%, -4.5%, 0.9%, 4.9%, 33.2%, -14.7%
19	Cc1cccc2sc(N(Cc3cccnc3)C(=O)C3COc4ccccc4O3)nc12 (configuration not stated)
 : 4.0%, -3.4%, -5.0, 20.1%, -32.0%, 8.1%[59 µM], -5.2%, 15.9%, -5.8%
20	COc1ccc(C(=O)NNC(=O)CN(C)S(=O)(=O)c2ccc(Cl)cc2)c(OC)c1OC
 : -1.7%, -22.5%, 0.3, 8.4%, -8.8%, 3.7%, 10.4%, 45.3%[activator], -3.4%
21	CCCc1ccc2oc(C(=O)NCCc3cnn(C)c3)c(C)c2c1
 : 8.3%, -6.4%, -1.9, 3.2%, ?, ., -5.7%, 21.5%, -9.5%
22	Cn1c2ccccc2c2cc(/C=C(\NC(=O)c3ccccc3)C(=O)O)ccc21
 : 9.1%, 0.7%, 2.3, -30.2%, ?, 8.8%[12.7 µM], ?, 34.8%, -14.0%
23	CCCCCCNC(=O)Nc1ccccc1
 : 0.1%, -4.8%, -0.3, 35.7%, 13.9%, 31.2%, 1.2%, 23.2%, 0.0%
24	CCOC(=O)CNS(=O)(=O)c1ccc(S(=O)(=O)N2CCCC2)cc1
 : 2.2%, ., -1.4, -18.8%, 6.9%[57.4 µM], 13.7%[59 µM], -1.6%, 29.4%, -8.3%
25	O=C(c1cc([N+](=O)[O-])ccc1N1CCCCC1)N1CCc2ccccc21
 : -3.9%, 0.1%, 5.6, -9.9%, -17.2%, -7.9%[59 µM], ?, -1.2%, ?
26	Cc1cccc(NC(=O)Cn2ncc3c4ccccc4n(Cc4ccccc4)c3c2=O)c1C
 : -1.1%, -0.5%, 2.0, 5.7%, -10.1%, -4.4%[59 µM], -3.7%, 9.9%, -17.1%
27	O=C1/C(=C\c2cccc(O)c2O)SC(=S)N1Cc1ccccc1
 : 23.8%, 69.8%[activator], -1.0, -47.9%[56.9 µM], ?, 4.47µM*, 20µM*, ?, 12.6µM*
28	COc1ccc(C(=O)Nc2ncccc2C)cc1S(=O)(=O)N1CCCc2ccccc21
 : 0.1%, 3.1%, 1.7, -12.6%, 16.0%, ?, -16.1%, 22.9%, -18.6%
29	CC1(C)Cc2nc3[nH]c(=S)[nH]c(=O)c3cc2CO1
 : 3.2%, 104.6%[activator], 11.5, -6.8%, ?, ?, -3.7%, -0.3%, ?
30	COc1ccc(NCC(=O)N/N=C/C(C)c2ccccc2)cc1 (configuration not stated)
 : ?, -7.3%, -3.7, 3.6%, -9.6%, 28.2µM*, ?, -20.9%, ?

2 of these compounds in another layout:
No.	GLS inhibitor	ERG Ets-DNA blk	PI4K2A block	RGS4 inh	12-LOX inh	G9a inh	BAZ2B inh	HP1b chromo inh	JMJD2A Tudor inh	canonical_smiles
5	-1.1%	12.0%	-5.0	-7.9%	6.1%	.	-3.7%	45.8%[activator]	-6.0%[11.4 µM]	CS(=O)(=O)N1CCN(C(=O)c2cc(-c3cccnc3)nc3ccc(Cl)cc23)CC1
3	4.5%	9.2%	2.0	5.7%	2.3%	13.9%	7.4%	23.6%	-11.3%	Cc1cccc(NC(=O)Nc2ccc3c(c2)N(C)C(=O)CS3)n1

(next part)
| No. | molecule | GLS inhibitor | ERG Ets-DNA blk | PI4K2A block | RGS4 inh | 12-LOX inh | G9a inh | BAZ2B inh | HP1b chromo inh | JMJD2A Tudor inh |
| --- | --- | --- | --- | --- | --- | --- | --- | --- | --- | --- |
| 31 | COCCNC(=O)C(c1ccc(F)cc1)N(Cc1ccccc1)C(=O)CCC(=O)Nc1ccccn1 (configuration not stated) | 2.3% | 4.9% | 3.9 | 19.0% | -8.8% | 3.4% | -0.9% | 10.6% | -6.7% |
| 32 | Cc1ccc(NC(=O)CSc2nc(-c3ccc(C(C)(C)C)cc3)nc3cc(=O)[nH]n23)cc1C | 7.2% | ? | -2.7 | -18.3% | -5.6% | 17.7%[59 µM] | -3.5% | 25.1% | -1.3% |
| 33 | COc1ccc(N2CCN(C(=O)CCNS(=O)(=O)c3ccc4c(c3)CCN4C(=O)C3CC3)CC2)cc1 | 8.6% | 1.5% | -1.2 | 3.9% | -9.9% | ? | -33.7% | 4.7%[57 µM] | -30.6% |
| 34 | COc1ccccc1CCNC(=O)c1ccc(NC(=O)N2CC(C)Sc3ccccc32)cc1 (configuration not stated) | 0.1% | 2.5% | 0.8 | -4.6% | 0.5% | 2.9%[59 µM] | -13.0% | 16.0% | -25.8% |
| 35 | O=C(COC(=O)C1CC(=O)N(Cc2ccco2)C1)Nc1nc(-c2ccc(F)cc2)cs1 (configuration not stated) | 0.5% | 2.6% | -2.6 | -48.3% | 0.1% | . | . | 24.0% | -27.1% |
| 36 | COc1cccc(-c2nc(CS(=O)CC(=O)NCCCOC(C)C)c(C)o2)c1 (configuration not stated) | -1.4% | -6.7% | 0.2 | -26.0% | -19.1% | 44.7µM* | 9.6% | 51.8%[activator] | -11.9% |
